Screening results deposited in PubChem BioAssay by National Center for Advancing Translational Sciences (NCATS).
LmPK inhibitor: inhibitors of Leishmania mexicana pyruvate kinase. Q27686. purified LmPK, Kinase-Glo ATP luminescence, 1 h. Potency, µM (titrated, usually from 57.5 µM), inactives show top-dose activity change, negative = inhibition, most hits filed as inhibitors. 290,000 tested, 0.37% active; also: potency is read from the fitted curve at half-maximal effect
Target sequence (Q27686 whole entry, looked up): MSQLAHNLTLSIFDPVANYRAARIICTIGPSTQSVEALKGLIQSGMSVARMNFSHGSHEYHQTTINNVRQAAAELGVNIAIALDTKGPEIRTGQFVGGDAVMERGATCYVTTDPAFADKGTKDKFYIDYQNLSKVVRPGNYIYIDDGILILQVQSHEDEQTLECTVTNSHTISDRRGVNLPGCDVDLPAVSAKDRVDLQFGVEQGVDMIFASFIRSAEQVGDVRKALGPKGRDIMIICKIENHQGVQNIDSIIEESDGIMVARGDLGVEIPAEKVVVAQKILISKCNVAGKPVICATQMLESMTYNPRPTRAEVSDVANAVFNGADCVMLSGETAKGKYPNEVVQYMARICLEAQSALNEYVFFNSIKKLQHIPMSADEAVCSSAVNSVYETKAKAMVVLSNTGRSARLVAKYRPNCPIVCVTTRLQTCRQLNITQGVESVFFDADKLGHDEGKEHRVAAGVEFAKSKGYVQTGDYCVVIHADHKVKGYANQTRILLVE
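Purified LmPK (0.1 nM) converted ADP (0.1 mM) to ATP with PEP (0.5 mM) in imidazole buffer pH 7.2 with KCl and MgCl2, 1 h at room temperature. ATP was read by Kinase-Glo luminescence; data normalized to uninhibited and no-enzyme controls.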
Tb PYK inh: T. brucei pyruvate kinase inhibition. Q57TT1. TbPYK enzyme, Kinase-Glo Plus ATP luminescence, 45 min. Potency, µM (highest dose often 76.8 µM), for inactives: at the top dose activity, negative = inhibition, most hits filed as inhibitors. 410,000 tested, 0.12% active. AID 624173; also: potency is read from the fitted curve at half-maximal effect; nearly all actives have a fitted effect of over 50% in size
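Activity of T. brucei pyruvate kinase was followed by Kinase-Glo Plus luminescence after the enzyme reacted 45 min at room temperature with 130 uM ADP (final) and substrate. Test compounds were added before ADP at multiple concentrations.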
HCV inh: blocks hepatitis C virus; Huh7.5.1 HCVcc-Cre infection, luciferase reporter, 44 h; Potency, µM (titrated, usually from 41.8 µM), for the others: top-dose activity change, negative = inhibition, usual class: inhibitors; 340,000 tested, 3.4% active; AID 651820; also: potency is read from the fitted curve at half-maximal effect
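Seed cells (1,000/well) for 4 h; treat with compound and infect with HCVcc-Cre, moi about 0.5. Incubate 44 h, then detect luciferase activity.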
HCMV antiviral: inhibitors of human cytomegalovirus | activity change, negative = inhibition, % at 57.5 µM | HFF cells, HCMV-luciferase reporter, 72 h; active compounds read low | 410,000 tested, 4.5% active; in the data active = activity change below about -60%; inconclusive = no clear call, values can overlap the other calls; inactive = above about -39%
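Screen run at 2 compound doses on HFFs infected with reporter HCMV, MOI 1 PFU/cell. Luciferase activity from cell lysates at 72 h post infection gave inhibition relative to buffer-only and Salinomycin wells.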
AmpC inh no detg: AmpC beta-lactamase inhibition without detergent | AID 485341 | AmpC nitrocefin hydrolysis, absorbance 480 nm, 0.0001% Triton | Potency, µM (titrated, usually from 57.1 µM), inactives show top-dose activity change, negative = inhibition, usual class: inhibitors | 330,000 tested, 0.52% active;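 also: potency is read from the fitted curve at half-maximal effect; plate controls were no compound for no effect and no enzyme for full effect; nearly all actives have a fitted effect of over 20% in size; some results filed as inactive show a strong effect at the top dose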
Target sequence (P00811 whole entry, looked up): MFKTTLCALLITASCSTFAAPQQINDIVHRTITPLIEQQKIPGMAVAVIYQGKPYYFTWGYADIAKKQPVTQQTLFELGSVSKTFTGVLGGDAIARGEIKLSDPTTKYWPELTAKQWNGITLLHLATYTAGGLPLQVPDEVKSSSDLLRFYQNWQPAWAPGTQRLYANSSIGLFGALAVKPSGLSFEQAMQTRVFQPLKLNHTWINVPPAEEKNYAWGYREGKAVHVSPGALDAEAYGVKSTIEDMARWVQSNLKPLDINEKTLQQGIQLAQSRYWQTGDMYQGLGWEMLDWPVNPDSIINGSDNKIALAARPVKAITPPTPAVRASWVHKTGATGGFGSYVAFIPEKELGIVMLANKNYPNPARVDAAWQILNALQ
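AmpC (5.3 nM in the dispensed reagent) in 20 mM phosphate pH 7.0 with 0.01% (detergent screen) or 0.0001% Triton X-100 was preincubated with compounds for 15 min at room temperature. Nitrocefin was then added from an 800 uM solution, and hydrolysis was followed at 480 nm.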
AmpC detergent: inhibitors of E. coli AmpC beta-lactamase with detergent; Potency, µM (highest dose often 114 µM), inactives show at the highest dose activity change, negative = inhibition, most hits filed as inhibitors; AmpC hydrolysis of nitrocefin, absorbance 480 nm, 0.01% Triton; P00811; 370,000 tested, 0.041% active; AID 485294;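 also: potency is read from the fitted curve at half-maximal effect; 0% = no-compound wells and -100% = no-enzyme wells; nearly all actives have a fitted effect of over 25% in size; some results filed as inactive show a strong effect at the top dose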
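20 mM phosphate pH 7.0 + 0.01% (detergent screen) or 0.0001% Triton X-100; 5.3 nM AmpC reagent; cpd preinc 15 min RT; nitrocefin (800 uM stock) to start; A480 q20 s × 4 min; Activity was normalised to no-enzyme and no-compound control wells.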
AMA1-RON2 inh: inhibitors of Plasmodium falciparum AMA1-RON2 interaction | Potency, µM (top dose mostly 58.2 µM), for the others: at the top dose activity change, negative = inhibition, actives largely listed as inhibitors | 360,000 tested, 0.2% active | AlphaScreen AMA1-biotinylated RON2 peptide binding;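 also: potency is read from the fitted curve at half-maximal effect; 0% = vehicle wells and -100% = peptide control; nearly all actives have a fitted effect of over 45% in size; some results filed as inactive show a strong effect at the top dose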
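AMA1 (3D7) with his tag at 25 nM final met compounds first, then biotinylated RON2 peptide at 25 nM; detection used donor plus acceptor beads, 10 µg/mL apiece, read by AlphaScreen after 30 min at room temperature.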
* marks the source's active call; other numbers are inactive results; ? = inconclusive; / = no result given; & = joins results of further samples; [ ] = another dose, or the depositor's remark. Unless noted, calls follow the shape of the dose curve; as a rule, active = well fitted curve in the direction sought with a large enough effect; inconclusive = small, poorly fitted or top-dose-only effect, or another doubt; inactive = no such curve, though single readings can be large; an effect the other way counts as inactive or inconclusive. Unless noted, % is scaled to controls: 0 for no effect and ±100 for the full control effect.

Below each compound – LmPK inhibitor	Tb PYK inh	HCV inh	HCMV antiviral	AmpC inh no detg	AmpC detergent	AMA1-RON2 inh
[1] O=C(O)c1cccc(Cn2c(Cl)c(/C=N/NC(=O)c3ccccc3Cl)sc2=O)c1
→ -1%	-6%	33%[activator]	-5	-23%	1%	15%
[2] COc1ccc(N2CCN(CCNC(=O)c3ccc(NC(=O)C4CCCO4)cc3)CC2)cc1 (stereo not drawn)
→ 0%	-4%	6%&-5%	43	-4%	2%	-4%
[3] C#CCSc1nnc(CNS(=O)(=O)c2ccc(Br)cc2)n1C
→ -7%	32%	7%	-15	-17%	-9%	17%
[4] COc1ccc2nc(SCC(=O)NCc3ccc(F)cc3)[nH]c2c1
→ -3%	6%	-2%	-13	-20%	-2%	-18%
[5] COc1ccc(OCC(=O)Nc2nonc2NC(=O)COc2ccc(OC)cc2)cc1
→ 3%	-8%	21%	?	-4%[2.29 µM]	1%	25%
[6] NC(=O)NC(=O)CSc1nc2sc(-c3ccccc3)cc2c(=O)n1-c1ccccc1
→ 4%	3%	1%	-70*	-17%	-13%	-7%
[7] CCOc1ccc(-n2nc(CO)c(C(=O)NCCCc3ccccc3)n2)cc1
→ /	3%	/	31	/	-3%	/
[8] O=C1NN(c2ccccc2)C(=O)C1=Cc1ccccc1O
→ /	-2%	/	-16	/	/	5%
[9] COC(=O)C(=N/Nc1ccccc1C(=O)OC)/C(C)=N/O
→ 2%	0%	?	?	-12%	-6%	20%
[10] CC(C)CNC(=O)/C=C/C(=O)O
→ -2%	-6%	7%	13	3%&-11%	6%&-1%	-11%
[11] COc1cc(C(=O)OCC(=O)N(C)C)cc(NC(=O)c2ccco2)c1OC
→ -2%	5%	2%	-13	-15%	9%	0%
[12] Cc1ccc(-c2noc(CN3CCCCC3)n2)cc1
→ 10%	0%	8%	97	-1%	-4%	-2%
[13] O=Cc1c(NCc2ccco2)nc2ccccn2c1=O
→ -6%	-10%	4%	9	-20%	-4%	-5%
[14] Cc1cccc(C)c1NC(=O)C(=O)NCCOc1ccc(Cl)cc1
→ 4%	0%	-3%	13	63%[activator]	?	7%
[15] CCOC(=O)c1[nH]c(C)c(C(=O)Nc2ccccc2C)c1C
→ 1%	1%	?	2	-11%	?	0%
[16] CSc1ncc(Cl)c(C(=O)Nc2ccc(NC(C)=O)cc2)n1
→ -2%	-2%&-1%	-2%	0&-14	-28%	2%&-3%	3%
[17] CN(C)CCCOC(=O)C1c2ccccc2Oc2ccccc21
→ -2%	-2%	-19%	?	?	1%	25%
[18] Cc1ccc2cc3cc(C(=O)N4CCN(c5ccccc5)CC4)sc3nc2c1
→ /	4%	/	12	/	11%	/
[19] CCc1cccc(CC)c1NC(=O)CO/N=C(\N)CC(=O)NC1CCCCC1
→ -6%	4%	-13%	-29	-7%	-6%	38%[activator]
[20] CCc1c(C(=O)NCc2ccc3c(c2)OCO3)[nH]c(C)c1C(C)=O
→ -1%	/	-13%	17	-36%	-6%	-9%
[21] O=C(Nc1ccc(O)cc1C(=O)O)c1cccs1
→ 2%	-3%	17%	-3	20%	-3%	-2%
[22] COc1ccc(Cc2noc(CN3CCC(c4ccncc4)CC3)n2)cc1OC
→ 1%	2%	?	?	95%[activator]	5%	-4%
[23] Cc1cc(C(N)=O)nn1-c1c(Cl)cc(Cl)cc1Cl
→ -1%	5%	17%	10	-15%	-5%	1%
[24] COc1ccc(C2CC(c3c(-c4ccccc4)c4cc(Cl)ccc4[nH]c3=O)=NN2C(=O)CCC(=O)O)cc1 (stereo not drawn)
→ 4%	1%	26%	3	121%[activator]	-1%	-12%
[25] COC(=O)c1ccc(C2C(C(C)=O)=C(O)C(=O)N2CCO)cc1 (stereo not drawn)
→ 4%	5%	10%	-13	-3%	-6%	-14%
[26] O=C(CCN1CCN(S(=O)(=O)c2ccc(Cl)cc2)CC1)Nc1ccccc1F
→ 0%	7%	1%	-1	183%[activator]	0%	-7%
[27] COc1cc(C(c2sc3nc(C)nn3c2O)N2CCC3(CC2)OCCO3)cc(OC)c1OC (stereo not drawn)
→ 2%	?	-4%	44	32%	-7%	-2%
[28] Cc1ccc(N2CCN(C(=O)c3ccccc3F)CC2)c(C)c1
→ 1%	-8%	-17%	15	52%	?	-4%
[29] CCOC(=O)Cc1csc(NC(=O)CC)n1
→ -1%	-5%	12%	6	-15%	?	-2%
[30] CCn1cc(C(=O)NCc2ccccc2)c2ccccc21
→ 1%	1%	?	?	-29%	?	-12%

The closing 3 compounds of the section before come first, to join the parts:
Below each compound – LmPK inhibitor	Tb PYK inh	HCV inh	HCMV antiviral	AmpC inh no detg	AmpC detergent	AMA1-RON2 inh
[28] Cc1ccc(N2CCN(C(=O)c3ccccc3F)CC2)c(C)c1
→ 1%	-8%	-17%	15	52%	?	-4%
[29] CCOC(=O)Cc1csc(NC(=O)CC)n1
→ -1%	-5%	12%	6	-15%	?	-2%
[30] CCn1cc(C(=O)NCc2ccccc2)c2ccccc21
→ 1%	1%	?	?	-29%	?	-12%
[31] CCOc1ccc2nc(NCCCNC(=O)c3cc(OC)c(OC)c(OC)c3)c(C#N)cc2c1
→ 0%	1%	?	20	2%	-9%	8%
[32] Cc1c(C(=O)Nc2cccc(C(F)(F)F)c2)oc2ccc3c(c12)C(=O)CC(C)(C)O3
→ /	-1%	/	5	/	13%	/
[33] COc1ccc(N(C(=O)c2cccc([N+](=O)[O-])c2)S(=O)(=O)c2ccc3c(c2)n(C)c(=O)n3C)cc1
→ 1%	-6%	6%	36	-9%	1%	-1%
[34] Cn1ccc2c(OCC(=O)Nc3cc(C(F)(F)F)ccc3Cl)cccc2c1=O
→ /	-5%	/	-29	/	-1%	/
[35] COc1cccc(C(=O)Nc2ccc(S(=O)(=O)N(Cc3ccccc3)c3ccccc3)cc2)c1
→ /	-7%	/	-36	/	24%	/
[36] CCc1ccc(NC(=O)c2cc(S(=O)(=O)N3CCCCCC3)ccc2F)cc1
→ /	13%	/	-20	/	5%	/
[37] Cc1ccc(Cl)c(OCCCN(C)Cc2ccccc2)c1
→ -14%	0%	-15%	-40	41%	1%	-21%
[38] Nc1ncnc2c1ncn2[C@@H]1O[C@H](CNC(=O)[C@H](N)Cc2cccnc2)[C@@H](O)[C@H]1O
→ /	-3%	/	19	/	/	16%
[39] C=CCC[C@H](Cc1ccc(F)cc1)C(=O)OC[C@@H](Cc1c[nH]c2ccccc12)NC(=O)[C@@H](CC=C)CC(=O)N[C@@H](CO)Cc1ccccc1
→ /	-4%	-53%	32	29%	/	0%
[40] CS(=O)(=O)c1ccc(S(=O)CC(=O)Oc2ccc(Cl)cc2)c([N+](=O)[O-])c1 (stereo not drawn)
→ 10%	-2%	?	/	-35%	5%	-29%
[41] Fc1cccc(Cl)c1CNc1n[nH]c(-c2ccco2)n1
→ /	-1%	/	84	/	-7%	/
[42] OC(CNC1CCCC1)COCCOc1ccc(Br)cc1 (stereo not drawn)
→ 0%	0%	?	-12	29%	0%	5%
[43] COc1ccc(Nc2nc(C)c3ccccc3n2)cc1
→ 1%	2%	?	54	-16%	-8%	-11%
[44] Cn1c(=O)n(CC(N)=O)c2ccccc21
→ 0%	4%	-8%	-11	-11%	-3%	9%
[45] O=C(c1ccc(F)cc1)N1CCC(C(=O)N2CCN(S(=O)(=O)c3cccc(F)c3)CC2)CC1
→ /	-7%	10%[8.37 µM]	-17	15%	-22%	1%
[46] O=C(O/N=C\c1ccc(N2CCCCC2)c([N+](=O)[O-])c1)c1cccc(C(F)(F)F)c1
→ 3%	4%	6%	?	-15%	6%	?
[47] CCOC(=O)C1CCCN(C(=O)c2ccc(NC(=O)c3nsc4ccccc34)cc2)C1 (stereo not drawn)
→ /	0%	/	69	/	14%	/
[48] C[C@]1(CC/C(=C/CO)CO)[C@H](CO)CC[C@@]23COC(=O)C2=CCC[C@@H]31
→ /	-5%	-13%	-20	-7%	-5%	1%
[49] CNc1cc(-c2cnn(CC(C)C)c2)ncn1
→ /	4%	/	143	/	/	-2%
[50] OC[C@@H]1CN(Cc2ccco2)C[C@H](n2cnc3c(NC4CC4)ncnc32)O1
→ /	-1%	/	-37	/	/	3%
[51] Cc1cccc(-c2c(O)cc(=O)[nH]c2Cl)c1
→ -6%	2%	19%	13	-21%	6%	5%
[52] CC(=O)C[C@@H](O)CC(=O)[C@H]1OC(=O)[C@H](C)C/C=C\Cc2ccccc21
→ /	2%	11%	9	-2%	/	11%
[53] Cc1ccc(OC(C)C(=O)N2CCc3ccccc32)cc1 (stereo not drawn)
→ -9%	-9%	2%	109	-25%	2%	-7%
[54] CCOc1ccc(S(=O)(=O)N(CC(=O)NCc2cccnc2)c2ccc(C)cc2)cc1
→ 1%	-4%	-4%	-28	60%[activator]	-10%	-9%
[55] O=C(O)[C@@H](c1ccccc1)N1Cc2ccccc2C1=O
→ 6%	4%	3%	7	-8%	-12%	?
[56] Cc1ccccc1Cn1ccc(NC(=O)c2nn3cccnc3c2Cl)n1
→ 2%	-5%	-10%	0	9%	-3%	9%
[57] CC[C@]12c3[nH]c4ccc(Cl)cc4c3CCN1C(=O)[C@@H](CC(=O)NCCC1=CCCCC1)C[C@@H]2C(=O)N1CCN(C(=O)C2CC2)CC1
→ /	1%	8%	?	2%	/	2%
[58] Cc1noc(C)c1CSc1ccccc1C(=O)N1CCN(c2ccccc2)CC1
→ 9%	37%	-4%	-7	98%[activator]	?	-45%
[59] Cc1ccc(S(=O)(=O)N2CCCCC2)cc1C(=O)N(C)CCOc1ccccc1
→ 0%	-7%	-22%	27	130%[activator]	?	76%[activator]
[60] COc1ccc(N2CCN(C(=O)c3ccc(N(C)S(=O)(=O)c4ccc(C)cc4)cc3)CC2)cc1
→ 4%	1%	?	?	103%[activator]	5%	?
[61] COc1ccc(N(CC(=O)N/N=C/c2ccc(N(C)C)cc2)S(=O)(=O)c2ccccc2)cc1
→ 4%	-4%	-27%	11	-32%	2%	-22%
[62] COC(=O)C1=C(C)N(Cc2cccnc2)C(=O)C1
→ 1%	1%	-12%	-29	-7%	0%	-3%
[63] CN1CCN(C(=O)c2ccc3c(c2)OCCO3)CC1
→ -1%	3%	31%[activator]	-3	-12%	?	-2%
[64] COc1cccc2c1cc1c(=O)n(CC(=O)NC3CCCCC3)nc(C)n12
→ 1%	-1%&-5%	27%	-11	-6%	8%&-1%	-2%
[65] Cc1cc(C(=O)N/N=C/c2ccncc2)c(C)o1
→ ?	0%	10%	18	-12%	-5%	17%
[66] CC(=O)c1cc(-c2nc3ccccc3n2C)n(C)c1
→ 0%	1%	-9%	36	-5%	?	7%
[67] Cc1cccc(S(=O)(=O)Nc2ccc(-c3nc4ccc(C)cc4s3)cc2)c1
→ 3%	-6%	-7%	60	-31%	-11%	-11%[11.6 µM]
